# Granule exo inh = blocks lytic granule exocytosis; TALL-104 LAMP-1 surface exposure, flow cytometry; cells stimulated with thapsigargin and PMA; inhibition, % at 10 µM; 360,000 compounds, 0.66% hits; AID 651702;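 active = inhibition above about 55%, limit read from the data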
# Vif inh = HIV Vif inhibition. inhibition, % at 7.49 µM. 340,000 compounds, 0.35% hits. HEK293T cells, Vif self-association by quenched fluorescence, imaging, 24 h; in the data active = inhibition above about 50%, passing the limit was not always enough; note: some results filed as inactive read as strong as hits
# NOD2 RIPK2 PPI = blocks binding of human NOD2 to RIPK2. O43353. CHO BLA complementation NOD2-RIPK2, CCF4 ratio. 360,000 compounds, 0.38% hits. AID 624267. inhibition, % at 4.98 µM; in the data active = inhibition above about 21%;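 note: 0% = vehicle only and 100% = reference blocker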
# Target sequence (O43353 whole entry, looked up): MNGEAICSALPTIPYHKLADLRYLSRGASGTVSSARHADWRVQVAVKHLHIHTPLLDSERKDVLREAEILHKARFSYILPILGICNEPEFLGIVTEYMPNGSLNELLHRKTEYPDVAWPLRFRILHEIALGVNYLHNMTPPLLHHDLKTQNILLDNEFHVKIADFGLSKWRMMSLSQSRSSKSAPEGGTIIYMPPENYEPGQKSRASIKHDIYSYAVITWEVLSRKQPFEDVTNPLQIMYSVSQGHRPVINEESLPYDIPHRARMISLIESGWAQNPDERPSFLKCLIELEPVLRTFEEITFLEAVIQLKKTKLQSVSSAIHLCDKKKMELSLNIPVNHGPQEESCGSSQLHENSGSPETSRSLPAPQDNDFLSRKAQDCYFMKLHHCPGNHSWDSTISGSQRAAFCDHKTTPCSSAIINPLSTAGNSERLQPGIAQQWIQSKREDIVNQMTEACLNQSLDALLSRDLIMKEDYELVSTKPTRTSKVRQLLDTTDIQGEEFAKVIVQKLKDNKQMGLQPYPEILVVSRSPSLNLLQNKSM
# ABCB6 inh 2 = blocks the human ABCB6 transporter; 360,000 compounds, 0.19% hits; AID 602162; K562-ABCB6 porphyrin accumulation, flow cytometry, 1 h; stronger effect = lower value; Q9NP58; fluorescence ratio to DMSO, % at 10 µM;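 active = fluorescence ratio to DMSO below 75%, the collection mean minus 3 SD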;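 note: signal is porphyrin accumulated inside mitochondria; 100% equals median channel fluorescence of DMSO control wells; lower ratio means ABCB6 inhibition with less porphyrin fluorescence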
# TLR9-MyD88 block = inhibitors of human TLR9-MyD88 binding. Q9NR96+Q99836. CHO BLA complementation TLR9-MyD88, CCF4 FRET ratio. inhibition, % at 4.98 µM. 340,000 compounds, 0.21% hits;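 active = inhibition above the mean over all tested compounds plus 3 SD, cut at about 21% in these data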;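 note: 0% = DMSO only wells and 100% = clavulanate BLA inhibitor control wells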
# aDG glyco act = increases alpha dystroglycan glycosylation | Pro5-aDG cells, alpha-DG glycosylation AlphaScreen (IIH6); 0% Pro5, 100% B10-LARGE cell signal | activation, % at 10 µM | 360,000 compounds, 0.22% hits;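 active = activation of at least 8% versus controls, or a plate z-score of at least 8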;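 note: Pro5 are CHO cells carrying HIG-tagged alpha-DG that lacks glycosylation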
# Glyco luc inh = N-linked glycosylation inhibition; D54 ERlucT glycosylation luciferase reporter, 24 h; percent of 100 nM tunicamycin response; reporter increase, % at 12.5 µM; 360,000 compounds, 0.23% hits;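 active = mean luciferase reporter signal, scaled so untreated is 0 and the glycosylation-blocking control 100, at or above a set limit in every replicate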;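 note: luciferase carries N-glycosylation sites so blocking glycosylation raises the light; 0% = median of neutral control wells and 100% = median of 100 nM tunicamycin wells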
# MC4R ag barr = human MC4R agonism via beta-arrestin; P32245; U2OS MC4R beta-arrestin complementation, luminescence; percent of melanotan II response, DMSO zero; activation, % at 8.9 µM; 360,000 compounds, 0.98% hits;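 active = activation above a per-plate cutoff, the mean activation of sample wells on that plate plus 3 SD, cut at about 8% in these data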
# Target sequence (P32245 whole entry, looked up): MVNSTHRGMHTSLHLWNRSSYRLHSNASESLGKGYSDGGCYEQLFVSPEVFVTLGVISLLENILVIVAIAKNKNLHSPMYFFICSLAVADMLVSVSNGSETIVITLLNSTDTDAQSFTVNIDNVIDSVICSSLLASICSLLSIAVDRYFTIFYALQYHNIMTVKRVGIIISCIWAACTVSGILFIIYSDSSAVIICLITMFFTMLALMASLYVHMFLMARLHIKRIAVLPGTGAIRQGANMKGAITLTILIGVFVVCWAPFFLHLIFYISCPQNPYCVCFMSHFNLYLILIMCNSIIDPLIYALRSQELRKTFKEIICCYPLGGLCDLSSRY
# ABHD5 PLIN5 PPI = ABHD5-PLIN5 protein interaction inhibition; Q00G26+Q8WTS1; inhibition, % at 4 µM; AID 602281; 360,000 compounds, 0.78% hits; Split G. princeps luciferase complementation, luminescence, 4 h;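 active = inhibition above the mean inhibition across every tested compound plus 3 SD, cut at about 22% in these data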;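 note: 0% = DMSO only wells and the 100% control is not disclosed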
# MC4R antag cAMP = human MC4R antagonism in cAMP assay; MC4R-expressing cells, MTII-stimulated cAMP, LANCE TR-FRET; inhibition, % at 6.5 µM; 360,000 compounds, 0.48% hits; AID 540295;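 active = inhibition above its plate's cutoff, the mean of tested wells on that plate plus 3 SD, cut at about 29% in these data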;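 note: 0% = Melanotan II alone and 100% = Melanotan II plus saturating MCL0020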
#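 Material: human MC4R-expressing U2OS cells. Probe or stimulus: Melanotan II challenge. Dosing: 6.5 µM single dose. Times: 30-min compound, 1-h challenge, 1-h detection, room temperature. Technique: TR-FRET with Eu-cAMP and labeled anti-cAMP, 671 nm. Replication: singlicate.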
# The depositor's hits bear a star; x = no result given. Not all compounds are listed (hit frequency here may not be typical).
SMILES,Granule exo inh,Vif inh,NOD2 RIPK2 PPI,ABCB6 inh 2,TLR9-MyD88 block,aDG glyco act,Glyco luc inh,MC4R ag barr,ABHD5 PLIN5 PPI,MC4R antag cAMP
CCS(=O)(=O)c1ccc2c(c1)N(S(=O)(=O)c1cccs1)CC(C(=O)O)O2 (configuration not stated),-8.1,-2.8,-9.4,99.0,-17.7,0.1,0.1,-2.1,-0.5,4.1
CN1CCN(Cc2cc(=O)oc3ccc(Cl)cc23)CC1,-2.0,-8.4,-2.6,100.0,-6.8,-0.1,2.2,-0.5,1.6,8.9
COc1ccc(-n2c(-c3ccc(F)cc3)cnc2SCC(=O)NCc2ccco2)cc1,-0.1,4.5,-2.8,99.0,6.0,0.3,1.5,-0.3,7.2,0.9
NC(=O)C1CC(=O)N(c2ccc(OCc3c(F)cccc3Cl)cc2)C1 (configuration not stated),-2.5,-1.4,-10.2,100.0,-6.2,-0.6,-0.4,-0.6,-3.4,7.2
O=[N+]([O-])c1ccc(C=NNc2ccc(S(=O)(=O)O)cc2)cc1,18.7,6.2,-17.2,100.0,-8.8,0.0,2.8,-1.6,-1.4,-7.4
CCSc1nc2c(c(=O)[nH]c(=O)n2C)n1CC(O)COc1ccccc1 (configuration not stated),87.1*,4.7,-6.0,101.0,0.5,0.8,2.4,1.1,-5.7,22.6
COC(=O)c1sccc1NC(=O)c1ccoc1C,-2.0,-14.2,-4.1,99.0,-11.0,0.2,-0.7,0.2,-1.1,-5.7
CSc1nc(-c2ccco2)nn1C(=O)c1ccccc1Cl,0.6,-2.1,-9.2,103.0,-15.9,0.0,-0.3,-0.3,3.4,26.4
COc1ccc(C2C3C(=O)N(Cc4ccccc4)C(=O)C3ON2c2ccccc2)c(OC)c1OC (configuration not stated),4.7,x,1.8,89.0,-13.0,0.2,-2.1,-1.0,-5.6,8.6
O=C(Nc1ccccc1O)C(c1ccccc1)c1ccccc1,12.1,-12.9,-0.6,85.0,9.1,1.2,-1.0,1.5,-1.0,-1.4
CCOc1ccc(C(=O)NCCCn2ccnc2)cc1,-1.3,-1.8,-1.0,97.0,0.1,0.1,0.5,-0.8,0.1,2.9
O=C(NCC1CCCN1S(=O)(=O)c1cccs1)c1c(F)cccc1F (configuration not stated),5.0,-1.7,3.7,98.0,3.3,-0.2,2.7,-2.7,4.8,-0.5
Cc1ccc(NC(=O)COC(=O)CCc2ccccc2)cc1S(=O)(=O)N1CCOCC1,-2.2,-5.5,11.8,103.0,-6.5,0.0,3.0,0.7,4.8,-3.5
CN(C)/C=N/c1nc2nccc(-c3ccc(F)cc3)n2n1,-2.0,-0.4,-1.4,92.0,1.3,-0.2,3.9,-2.8,2.2,-0.1
CCOC(=O)c1sc(NC(C)=O)nc1-c1ccccc1,2.3,-2.7,-4.5,97.0,6.3,0.1,4.4,-1.0,-6.6,7.3
CCn1cc(-c2ccccc2)c(C(=O)O)c1-c1ccc(OC)cc1,8.1,-4.7,-4.2,103.0,-3.6,0.4,-0.1,-1.3,2.3,2.9
COc1ccc(CC(=O)N2CC(C)CC(C)C2)cc1 (configuration not stated),-1.2,-14.0,-8.4,93.0,1.9,-0.1,0.5,-0.2,-1.4,1.4
Cc1ccccc1-c1cc2nc(C)c(Cl)c(=O)n2[nH]1,10.1,4.0,-6.9,97.0,6.7,-0.2,2.4,-0.8,-0.7,7.5
Cc1ccc(NC(=O)CC2SC(=O)N(c3ccccc3)C2=O)cc1 (configuration not stated),8.1,14.8,2.5,92.0,3.2,0.0,5.7,-1.8,-22.6,0.7
O=C(COc1coc(CN2CCc3ccccc32)cc1=O)N1CCCCC1,3.8,11.3,-2.6,98.0,1.4,0.0,-0.5,0.1,11.0,1.0
Cc1ccc(C)c(-c2cc(C(=O)Nc3cccc(C(=O)O)c3)c3ccccc3n2)c1,0.1,2.1,-3.4,96.0,-4.6,-0.1,0.6,-1.1,3.9,34.8*
O=S(=O)(c1ccc(Br)s1)N1CCN(c2ccccn2)CC1,-0.5,4.5,-10.8,99.0,-2.0,-0.1,-0.5,1.0,2.5,-6.3
Cc1ccc(-c2nnc(NC(=O)c3ccco3)s2)cc1,-1.9,-3.5,0.0,167.0,3.1,0.1,-3.7,-0.6,-2.7,6.0
OC[C@@H]1CN(Cc2ccc(F)cc2)C[C@H](n2cnc3c(N4CCCC4)ncnc32)O1,4.4,x,-7.0,96.0,x,-0.1,0.2,-0.3,5.1,0.9
CCN(CC)/C(=N/O)NC(=O)NS(=O)(=O)c1ccc(C)cc1,1.8,-12.7,-13.7,95.0,5.4,1.0,-0.1,2.9,3.2,0.6
CCCOc1ccc(S(=O)(=O)n2cc(Br)c(=O)[nH]c2=O)cc1,-9.6,-1.0,-4.7,100.0,1.5,-0.1,0.5,-1.2,-0.8,15.7
Cc1ccccc1C(=O)N(C)c1ccccc1C(=O)NCc1ccccc1,10.3,x,-4.9,96.0,3.1,0.2,x,-2.6,-2.8,-2.0
COC(=O)C=CSC(=S)C1CCCC1=N (configuration not stated),-7.1,-0.1,4.0,98.0,-5.3,-0.1,2.0,-1.0,-8.1,1.3
COc1ccc(CC(=O)NCC2CCCN(Cc3ccccc3OC)C2)cc1 (configuration not stated),10.2,20.2,1.4,97.0,-6.9,0.0,1.5,-0.4,8.1,-3.2
CCOC(=O)CNNC(=O)Nc1ccc(Cl)c(Cl)c1,2.9,-3.0,-11.8,102.0,-1.8,0.1,-0.1,-1.2,-6.7,0.6
Cc1c(Cl)cccc1NC(=O)CCS(=O)(=O)c1cccc2nonc12,3.3,-0.1,-7.8,97.0,1.4,-0.1,0.7,-1.1,-1.3,2.9
CC(C)CN(C(=O)CN1CCN(c2cccc(Cl)c2)CC1)c1c(N)n(CC(C)C)c(=O)[nH]c1=O,-1.3,8.1,-3.6,94.0,-2.4,0.1,1.7,-1.2,2.2,5.3
COC(=O)c1cc(=O)nc2sc3ccccc3n12,-6.9,-13.0,-6.3,90.0,-0.1,0.1,2.4,2.0,2.4,-9.0
COc1ccccc1-c1ccc2c(c1)C(C)(Cc1ccc(F)c(Cl)c1)C(=O)N2 (configuration not stated),9.2,x,-1.7,95.0,x,0.3,-8.3,-0.7,-7.4,-5.1
CCCn1c(SCCN2CCOCC2)nc2c1c(=O)n(C)c(=O)n2C,4.1,-0.3,-6.7,96.0,-7.9,0.0,6.0,-0.2,3.1,2.1
COc1ccc(S(=O)(=O)N2CCC[C@H]2C(=O)NCc2ccc(Cl)cc2)cc1,-7.4,-7.3,3.0,95.0,-0.2,0.0,0.3,-0.5,-1.4,15.1
CN(C)C(CNC(=O)c1cccc(S(=O)(=O)Nc2ccc(SC(F)F)cc2)c1)c1ccccc1 (configuration not stated),-1.9,3.7,-4.6,97.0,-7.0,0.2,-2.8,-1.1,-3.4,-2.5
CCOc1ccc(NCc2nnc(SCc3ccc(Cl)cc3)n2-c2ccccc2)cc1,25.4,-3.7,6.8,95.0,11.3,0.1,-0.7,-1.2,1.8,5.2
COc1ccc(-c2ccc3c(c2)C2CC3CCN2C(=O)C(C)(C)C)cc1 (configuration not stated),-2.7,x,-0.8,95.0,-14.6,-0.5,-0.1,0.7,-13.0,1.5
CC(C)c1cc(C(F)(F)F)n2nc(C(=O)Nc3ccc(-n4cnnn4)cc3)cc2n1,0.4,3.3,-2.5,95.0,1.1,0.2,3.5,-0.5,-7.1,-2.3
Cc1ccc(CNc2nc3cc(-c4ccccc4C)sc3c(=O)n2C)c(C)c1,-1.1,-8.1,-3.7,93.0,x,0.5,-5.6,2.2,-7.8,9.0
Cc1ccc(C(c2nnnn2C(C)(C)C)N2CCN(C3CCCC3)CC2)cc1 (configuration not stated),-0.4,21.4,-28.3,98.0,-13.9,0.1,1.2,2.5,-1.0,16.6
CCN(C[C@H]1N[C@@](CC)(C(=O)OC)[C@H]2C(=O)N(C)C(=O)[C@@H]12)C(=O)Nc1ccc(OC)cc1,-3.1,7.2,-4.6,94.0,-4.5,-0.1,1.8,0.3,-3.5,4.7
CC(OC(=O)c1cccc(S(=O)(=O)N2CCOCC2)c1)C(=O)NCC1CCCCC1 (configuration not stated),5.4,0.0,12.5,99.0,13.1,0.0,-0.5,0.3,0.3,4.1
Cc1cc2cc3c(=O)[nH]c(=O)nc-3n(CC(O)C(O)C(O)CO)c2cc1C (configuration not stated),3.8,-7.6,-4.3,87.0,-1.9,-0.1,2.7,-0.5,0.5,-3.0
O=C(COC(=O)CNC(=O)c1ccco1)Nc1ncc(Cl)cc1Cl,0.4,3.8,-4.1,100.0,3.5,-0.3,-1.2,0.5,11.9,7.1
